CHT inh = human CHT choline transport inhibition. CHT-expressing cells, membrane potential dye, choline response; hits give low values. B-score at 10 µM. 310,000 compounds, 0.86% hits;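 active means B-score over 3 SD under the library average, and starting fluorescence ratio not unusually high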;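 further: choline stimulus applied at its EC90 after an EC20 pre-addition; B-score computed on integrated fluorescence ratio after choline addition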
Target sequence (Q9GZV3 whole entry, looked up): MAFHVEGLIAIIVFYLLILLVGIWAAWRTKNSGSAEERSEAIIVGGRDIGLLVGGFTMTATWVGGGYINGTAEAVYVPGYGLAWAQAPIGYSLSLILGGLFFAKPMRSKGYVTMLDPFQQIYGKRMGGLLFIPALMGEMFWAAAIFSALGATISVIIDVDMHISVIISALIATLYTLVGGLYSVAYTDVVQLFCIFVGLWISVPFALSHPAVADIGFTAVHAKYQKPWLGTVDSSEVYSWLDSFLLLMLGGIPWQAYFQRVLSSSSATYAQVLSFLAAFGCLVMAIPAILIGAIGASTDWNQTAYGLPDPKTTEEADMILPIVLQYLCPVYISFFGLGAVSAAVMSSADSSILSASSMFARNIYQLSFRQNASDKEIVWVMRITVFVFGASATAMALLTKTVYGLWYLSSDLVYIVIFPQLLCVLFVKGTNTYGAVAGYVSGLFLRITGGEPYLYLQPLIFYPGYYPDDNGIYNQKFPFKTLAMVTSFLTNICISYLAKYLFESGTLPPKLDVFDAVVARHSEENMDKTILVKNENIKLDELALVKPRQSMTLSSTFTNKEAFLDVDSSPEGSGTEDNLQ
Kir21 inh = blocks the mouse Kir2.1 inward-rectifier potassium channel; B-score at 10 µM; 310,000 compounds, 0.85% hits; AID 1672; HEK293-Kir2.1, FluxOR thallium flux fluorescence; hits give low values; P35561;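 active means fluorescence ratio B-score at or below minus 3 SD of library scores, with starting-brightness B-score within 2 SD, cut at about -4.2 in these data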;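 further: channel flux triggered by added potassium and thallium sulfate stimulus; B-score of peak minus minimum fluorescence over baseline after thallium stimulus; more negative B-score means stronger Kir2.1 block with less thallium influx; some compounds called inactive have numbers as strong as hits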
Target sequence (P35561 whole entry, looked up): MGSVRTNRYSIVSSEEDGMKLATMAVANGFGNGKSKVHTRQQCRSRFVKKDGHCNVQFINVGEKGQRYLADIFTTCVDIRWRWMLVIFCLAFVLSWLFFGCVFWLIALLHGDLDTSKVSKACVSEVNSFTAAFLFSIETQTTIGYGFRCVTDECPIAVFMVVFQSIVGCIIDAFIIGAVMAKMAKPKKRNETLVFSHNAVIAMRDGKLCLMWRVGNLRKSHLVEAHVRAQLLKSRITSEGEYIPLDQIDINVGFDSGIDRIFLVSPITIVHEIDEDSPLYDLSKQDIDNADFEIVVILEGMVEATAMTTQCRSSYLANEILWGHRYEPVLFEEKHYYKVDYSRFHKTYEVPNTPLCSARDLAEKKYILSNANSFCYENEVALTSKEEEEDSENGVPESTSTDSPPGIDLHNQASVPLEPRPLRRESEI
KCNQ2 inh = KCNQ2 potassium channel inhibitors, primary screen, cell-based, CHO-K1, FluxOR thallium flux, B-score (AID 2156) | 20 min; hits give low values | B-score at 10 µM | 310,000 compounds, 1.1% hits | O88943;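 active means fluorescence ratio B-score at most minus 3 library SDs, with starting brightness B-score within 2 library SDs, cut at about -5.5 in these data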
Active calls of the source: *; i = inactive; . = no result given.

CHT inh | Kir21 inh | Molecule | KCNQ2 inh
i | -0.93 | COc1ccc(C(=O)Nc2nc(C)cc(C)n2)cc1[N+](=O)[O-] | i
i | -0.48 | COc1ccc(NC(=S)NC(C)Cc2cccs2)cc1 (stereo unspecified) | i
i | -1.2 | O=c1[nH]ncc(NCc2ccc(Cl)cc2)c1Cl | i
i | 1.7 | O=C(c1cnc(Cl)c(Cl)c1)N1CCN(S(=O)(=O)c2ccc(F)cc2)CC1 | i
i | -0.36 | O=[N+]([O-])c1cc(S(=O)(=O)CCCN2CCOCC2)ccc1F | i
i | 2.63 | O=C(O)CC(NC(=O)c1cccc([N+](=O)[O-])c1)c1ccc2c(c1)OCO2 (stereo unspecified) | i
i | 1.23 | COc1ccccc1-n1c(=O)c2c3c(sc2n2c(=S)[nH]nc12)CCC3 | i
i | 1.49 | O=C(Nc1ccccc1)NC1(C(=O)N2CCC(O)CC2)CCCCC1 | i
i | -2.98 | COc1ccc(CN(C)CC(=O)Nc2ccc(Cl)cc2F)c(OC)c1 | i
i | 1.74 | Cc1ccc(-c2nnc(SCC(=O)N(CC(C)C)c3c(N)n(Cc4ccccc4)c(=O)[nH]c3=O)n2N)cc1 | i
i | -0.85 | CCN(CC)S(=O)(=O)c1ccc2oc(C(=O)NCc3ccc(C)cc3)c(C)c2c1 | i
-6.74* | 1.42 | O=C(Cc1ccc(Br)cc1)c1ccc(O)cc1O | i
i | -2.03 | O=C(NC1CCCCC1)C(c1ccc(O)cc1)N(CC1CCCO1)C(=O)C1COc2ccccc2O1 (stereo unspecified) | i
i | 0.19 | COc1ccc(OC)c(S(=O)(=O)N2CCC(C(=O)NCc3ccccc3OC)CC2)c1 | i
i | 1.04 | O=C(CCc1ccccc1)NC(NC(=S)Nc1cccc(Cl)c1)C(Cl)(Cl)Cl (stereo unspecified) | i
i | -0.95 | Cc1ccc(S(=O)(=O)N(CC(=O)N(C)C)c2cccc([N+](=O)[O-])c2)cc1 | i
i | -1.19 | COC(=O)c1ccc(CSc2nc3ccccc3c(=O)n2CC(C)C)o1 | i
i | 1.23 | CCCN1CN(CCc2ccccc2)CNC1=S | i
-5.07* | -1.04 | CCOc1ccc(Br)cc1S(=O)(=O)N1CCCC1 | i
i | 0.13 | CC1(C)CC(=O)/C(=C(/O)CCCN2C(=O)c3ccccc3C2=O)C(=NC(C)(C)C)C1 | i
i | 1.06 | COC(=O)c1ccc(/C=C2\CCn3c2nc2cc(C(=O)O)ccc2c3=O)cc1 | i
i | 0.22 | CCN(CC)S(=O)(=O)c1ccc(OC)c(NC(=O)CSc2cc(C)ccc2C)c1 | i
i | -1.21 | O=C(COC(=O)CNC(=O)c1cccc([N+](=O)[O-])c1)Nc1cccc(S(=O)(=O)N2CCCCC2)c1 | i
i | -0.9 | Cc1nc2sc(C(c3ccccc3)N3CCN(C(=O)c4ccco4)CC3)c(O)n2n1 (stereo unspecified) | i
i | 0.88 | COc1ccc(/C=C2\SC(=O)N(CCC(=O)NC3CCS(=O)(=O)C3)C2=O)cc1 (stereo unspecified) | i
i | 0.18 | O=C(O)c1ccc(-c2ccc(Cl)cc2Cl)o1 | i
i | 2.12 | O=C(COc1ccc(Cl)cc1Cl)N/N=C1\CCCc2ccccc21 | i
i | -0.25 | CCCC(=O)Nc1ccccc1NC(=O)CCC | i
i | 0.52 | CC(=O)c1ccc(OCCCC(=O)N2CCN(S(=O)(=O)c3ccc(C)cc3C)CC2)cc1 | i
i | 0.64 | CC(C)(C)c1ccc(OCC(=O)NNC(=S)NC(=O)c2ccccc2[N+](=O)[O-])c(Br)c1 | i
i | -0.73 | CN(CC(=O)O)S(=O)(=O)c1ccc2c(c1)NC(=O)CC(=O)N2 | i
i | -12.9* | CCN1/C(=C/c2ccc3ccccc3[n+]2CC)C=Cc2ccccc21 | -14.6*
i | 0.65 | Cc1cc(C)nc(NC(=O)c2ccc([N+](=O)[O-])o2)n1 | i
i | -2.81 | CN(C(=O)CCn1c(=S)oc2ccccc21)C1CCCCC1 | i
i | 1.07 | COCCNC(=O)C1Nc2ccc(C(F)(F)F)cc2C2C=CCC12 (stereo unspecified) | i
i | -0.16 | Cc1cc(NC(=O)CC(CN(C)S(=O)(=O)c2ccccc2)c2ccccc2)no1 (stereo unspecified) | i
i | -4.32* | C=CCNCC(=O)N1N=C(c2ccc3ccccc3c2)CC1c1ccc(OC)cc1 (stereo unspecified) | i
i | 0.85 | Cc1occc1C(=O)NC(C)CCc1ccccc1 (stereo unspecified) | i
i | 0.75 | CC1=C(C)CS(=O)N(S(=O)(=O)c2ccccc2)C1 (stereo unspecified) | i
i | -0.25 | CC(/C=N/NC(=O)c1ccc(Br)cc1)=C\c1ccccc1 | i
i | 0.05 | Cn1cnnc1SCC(=O)Nc1cccc(S(=O)(=O)N2CCOCC2)c1 | i
i | -0.23 | COc1ccc(-c2cc(C(=O)Nc3ccc(S(N)(=O)=O)cc3)c3ccccc3n2)cc1OC | i
i | 0.15 | CCCOc1ccc(C2C(=O)N(C3CCCCCC3)CC(=O)N2Cc2ccco2)cc1OC (stereo unspecified) | i
i | 0.68 | Brc1ccc(COc2ncnc3ccccc23)cc1 | i
i | 0.41 | CC(=O)Nc1ccc(-c2csc(NC(=O)Cc3cccc(F)c3)n2)cc1 | i
i | 0.01 | COc1cc(C(=O)OCC(=O)Nc2nnc(-c3ccccc3)o2)cc(OC)c1OC | i
i | 0.28 | O=C(OCC#CCSc1nnc(-c2ccncc2)o1)c1cccs1 | i
i | -0.7 | COc1ccccc1C(CC(=O)Nc1ccccc1C)c1ccc(OC(C)C)cc1 (stereo unspecified) | i
i | 2.24 | COc1cc(OC)cc(C(=O)OCC(=O)NCCCc2ccccc2)c1 | i
i | -0.21 | CCOc1ccccc1NC(=O)CSc1nnc2ccc(-c3ccccn3)nn12 | i
i | -0.85 | O=C(CCCn1c(=S)[nH]c2cc3c(cc2c1=O)OCO3)NC1CC1 | i
. | -0.16 | COc1ccc(-c2csc(NC(=O)Cc3cccc4ccccc34)c2C(=O)O)cc1 | i
i | 0.06 | Cc1ccccc1NC(=O)c1cccc(S(C)(=O)=O)c1 | i
i | -0.37 | COc1ccc(N2CCC(CNC(=S)Nc3ccc(C)cc3C)C2)cc1 (stereo unspecified) | i
i | 1.02 | O=C(NC1CCCCCCC1)c1c(Cl)cccc1Cl | i
i | -0.58 | COc1cc(C)ccc1OCc1cc(C(=O)N(Cc2nccn2C)C(C)C)no1 | i
i | 2.22 | CCOc1ccc(S(=O)(=O)N2CCCC(C(=O)N3CCN(CC)CC3)C2)cc1Cl (stereo unspecified) | i
i | -1.5 | C=C(C)CCOC(=O)C(CC(=O)O)NCc1ccco1 (stereo unspecified) | i
i | 0.17 | CCCCn1c(N)c(N(CC(C)C)C(=O)C2CCCO2)c(=O)[nH]c1=O (stereo unspecified) | i
i | -0.9 | O=C(NC1=NCCS1)c1cc2ccccc2o1 | i

Pulled one by one from above, six records:
CHT inh | Kir21 inh | Molecule | KCNQ2 inh
i | 0.28 | O=C(OCC#CCSc1nnc(-c2ccncc2)o1)c1cccs1 | i
i | 0.06 | Cc1ccccc1NC(=O)c1cccc(S(C)(=O)=O)c1 | i
i | -4.32* | C=CCNCC(=O)N1N=C(c2ccc3ccccc3c2)CC1c1ccc(OC)cc1 (stereo unspecified) | i
i | -0.25 | CC(/C=N/NC(=O)c1ccc(Br)cc1)=C\c1ccccc1 | i
i | -0.9 | O=C(NC1=NCCS1)c1cc2ccccc2o1 | i
i | -0.21 | CCOc1ccccc1NC(=O)CSc1nnc2ccc(-c3ccccn3)nn12 | i

(more compounds)
CHT inh | Kir21 inh | Molecule | KCNQ2 inh
i | -0.74 | CC1(C)CC(=O)C2=C(C1)OC(N)=C([N+](=O)[O-])C2c1ccc(F)cc1 (stereo unspecified) | i
i | -0.03 | Cc1ccc(-c2nn3c(C)nnc3s2)cc1N | i
i | 1.88 | COc1ccc(Nc2nc(-c3ccncc3)nc3ccccc23)cc1 | i
i | 0.65 | OC(Cc1nc2ccccc2[nH]1)c1ccccc1Cl (stereo unspecified) | i
i | 0.73 | CSc1nc(C)c2c(n1)N(c1ccc(F)cc1)CC2 | i
i | -0.41 | Cc1ccc(NC(=O)c2ccc(Cn3cc(Br)cn3)o2)cc1 | i
i | 1.94 | O=C(NCCN1CCOCC1)c1c(F)c(F)c(F)c(F)c1F | i
i | -1.38 | COCCN(C(=O)CSc1nnc(C)n1-c1ccccc1)c1c(N)n(Cc2ccccc2)c(=O)[nH]c1=O | i
i | 0.73 | O=C(COc1ccccc1[N+](=O)[O-])N/N=C/c1cccc(OC(=O)c2ccc3c(c2)OCO3)c1 | i
i | -0.05 | CCOc1ccc(-n2c(C)c(C(C)=O)c(C(C)=O)c2C)cc1 | i
i | -0.07 | CC(=O)Nc1nc(C)c(-c2csc(Nc3ccc(S(N)(=O)=O)cc3)n2)s1 | i
i | -0.02 | O=C(CC1C(=O)NCCN1Cc1ccccc1)NCCC1=CCCCC1 (stereo unspecified) | i
i | -3.08 | Cc1cc(NC(=O)c2ccc(NC(=O)C3CC3)cc2)no1 | i
i | 1.59 | O=C(Nc1sc2c(c1C(=O)NCCO)CCCC2)c1ccco1 | i
i | 0.58 | CCN(CC(=O)Nc1cc(S(=O)(=O)N2CCOCC2)ccc1C)Cc1ccccc1 | i
i | -0.57 | Cc1ccn2c(Nc3ccccc3C)c(-c3cccnc3)nc2c1 | i
i | 0.07 | O=C1C2C3C=CC(CC3)C2C(=O)N1c1ccc(F)cc1 (stereo unspecified) | i
i | -0.68 | CCCc1nn2c(=O)cc(O)nc2s1 | i
i | -0.06 | COc1cc(CNc2ncc(-c3ccc(Br)cc3)n2C)cc(OC)c1OC | i
i | -1.29 | CCn1nnc2cc(C(=O)Nc3cc(S(C)(=O)=O)ccc3Cl)ccc21 | i
i | -0.02 | CC1(C)CC(=O)C2=C(C1)N(CCN1CCOCC1)C1=C(C(=O)CC(C)(C)C1)C2c1ccc(Cl)c([N+](=O)[O-])c1 | i
i | 0.49 | CCOC(=O)C1=C(C)N(CCCC(=O)O)C(=O)NC1c1ccccc1OS(=O)(=O)c1ccccc1[N+](=O)[O-] (stereo unspecified) | i
i | -0.44 | CCN(CC)CCN1C(=O)c2oc3ccccc3c(=O)c2C1c1ccccc1 (stereo unspecified) | i
i | 2.35 | Oc1ccccc1/C=N/n1c(COc2ccccc2)n[nH]c1=S | i
i | 0.69 | Nn1c(SCc2ccc(F)cc2)nnc1-c1cccnc1 | i
i | -0.09 | CCOC(=O)N1CCN(S(=O)(=O)c2c(C(=O)N3CCCCC3)c(C)n(C)c2C)CC1 | i
i | -0.01 | CCOc1ccc(N(CC(=O)Nc2ccccc2C)S(=O)(=O)c2c(C)noc2C)cc1 | i
i | 0.28 | O=C(COC(=O)c1ccc(S(=O)(=O)N2CCOCC2)cc1)Nc1nc(-c2ccccc2)cs1 | i
i | -1.18 | S=C(Nc1ccc(Cl)cc1Cl)N1CCN(c2ccccn2)CC1 | i
i | 0.27 | Cn1nnnc1NCc1ccc(Cl)cc1 | i
i | 0.77 | O=C(CN(Cc1ccc(F)cc1)C(=O)CNS(=O)(=O)c1ccc(Cl)cc1)NCC1CCCO1 (stereo unspecified) | i
i | 0.1 | O=C(Nc1ccc2c(c1)OCO2)c1ccc(N2C(=O)c3ccccc3C2=O)cc1 | i
i | 1.81 | O=C(NCc1ccncc1)C(=O)NCC1OCCCN1S(=O)(=O)c1ccccc1 (stereo unspecified) | i
i | -1.13 | O=C(CCN1C(=O)c2ccccc2C1=O)Nc1ccncc1 | i
i | -1.78 | N/C(=N\OS(=O)(=O)c1cc(Cl)ccc1Cl)c1ccncc1 | i
i | -2.1 | CCNS(=O)(=O)c1ccc2c3c(cccc13)C(=O)N2 | i
i | 0 | O=C1CC(NCc2cccs2)C(=O)N1c1ccc(Cl)cc1 (stereo unspecified) | i
i | 0.01 | CCOC(=O)c1cnc2ccc(C)cc2c1Sc1ccccc1C(=O)OC | i
i | -0.16 | CC(=O)Nc1ccc(S(=O)(=O)NCCSCc2ccco2)cc1 | i
i | -0.46 | COc1ccc(CC(=O)NNC(=O)CCc2ccccc2)cc1OC | i
i | 0.77 | Cc1nc2ccc(Cl)cn2c1C(=O)NN | i
i | -0.04 | C=CCOC(=O)C1=C(C)NC(SCC(=O)Nc2ccccc2)=C(C#N)C1c1ccco1 (stereo unspecified) | i
i | 0.37 | COc1cc(NC(=O)C(=O)NCCN2CCNCC2)c(OC)cc1Cl | i
i | 0.64 | O=C(Cc1ccc(O)cc1)NC1CCCCCC1 | i
i | -0.32 | COCCCNc1nc2nonc2nc1N1CCC(C(C)N2CCOCC2)CC1 (stereo unspecified) | i
i | -1.76 | O=C(CCC(=O)OCc1ccc(Br)cc1)Nc1ccccc1 | i
i | 0.97 | COC(=O)c1c(NC(=O)C2SC(=NC3CCCCC3)C(C(N)=O)=C2N)sc2c1CCCC2 (stereo unspecified) | i
i | 1.47 | CCOC(=O)C1(CCc2ccccc2)CCN(Cc2ccc(C(=O)OC)cc2)CC1 | -5.65*
i | 1.13 | COc1ccc(N=C2SC(C(=O)O)CC(=O)N2Cc2ccc(OC)c(OC)c2)cc1 (stereo unspecified) | i
i | 0.33 | CC(C)(C)c1ccc(C(=O)Cn2nc(C(=O)O)c3ccccc3c2=O)cc1 | i
i | 0.08 | CCn1cc(CN2CCC(n3nccc3NC(=O)Cc3ccccc3)CC2)cn1 | i

Molecules above that have a tert-butyl group, in the order listed:
CHT inh | Kir21 inh | Molecule | KCNQ2 inh
i | 0.13 | CC1(C)CC(=O)/C(=C(/O)CCCN2C(=O)c3ccccc3C2=O)C(=NC(C)(C)C)C1 | i
i | 0.64 | CC(C)(C)c1ccc(OCC(=O)NNC(=S)NC(=O)c2ccccc2[N+](=O)[O-])c(Br)c1 | i
i | 0.33 | CC(C)(C)c1ccc(C(=O)Cn2nc(C(=O)O)c3ccccc3c2=O)cc1 | i
